# Diaphorase inh: inhibits diaphorase or chemically oxidizes, flagging diaphorase assay artifacts | diaphorase resazurin-to-resorufin fluorescence, NADH, 16 min; bacterial (C. kluyveri) enzyme, not human | 0.69% of 190,000 active | AID 1217 | inhibition, % at 20 µM;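 active = primary screen inhibition at 20 µM above a set limit, cut at about 50% in these data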;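 also: plate controls were DMSO with full reaction for no effect and wells lacking NADH for full effect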
#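 Test system: diaphorase enzyme from Clostridium kluyveri; amount: diaphorase at 0.14 U/mL in enzyme working solution; detection: fluorescence of resorufin formed from resazurin, Ex 544/Em 590 nm; times: reaction incubation of 16 min at room temperature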
# Hsp70 act: transcriptional activators of Hsp70 | HeLa Hsp70 promoter luciferase reporter, luminescence; scaled: vehicle 0, proteasome-inhibitor control 100% | AID 1203 | activation, % at 10 µM | 0.04% of 200,000 active;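 active = activation above the mean across all tested compounds plus 3 SD, cutoff set per campaign, cut at about 5.5% in these data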;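 also: 100% = MG132 at 30 µM as the positive control and 0% = DMSO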
# TLR4-MyD88 BLA: blocks binding of human TLR4 to MyD88 | O00206+Q99836 | HeLa CL3-4 TLR4/MyD88 BLA complementation, FRET ratio | inhibition, % at 8.4 µM | 0.18% of 200,000 active | AID 861; in the data active = inhibition above about 25%;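 also: 0% = vehicle and 100% = reference inhibitor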
# Diaphorase act: diaphorase activation or chemical reduction counter-screen. 0.005% of 190,000 active. activation factor at 20 µM. Diaphorase/resazurin coupled assay, resorufin fluorescence, 16 min; active compounds read high; 1 = vehicle wells, 0 = NADH-free wells;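 active = diaphorase activity raised at least twofold by the compound at 20 µM; inactive = activation factor below 2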
#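 Material: bacterial diaphorase enzyme (C. kluyveri); amount: enzyme 0.07 U/mL final; reagent: NADH substrate 0.114 mM plus resazurin dye 0.1 mM, final; doses: single compound dose of 20 µM, 1% DMSO final; timing: 16 min enzyme reaction, ambient temperature; measured by: fluorescence of resorufin, 544 nm excitation, 590 nm emission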
# Lmaj promast: Leishmania major promastigote growth inhibition; Leishmania major promastigotes, resazurin fluorescence viability; inhibition, % at 10 µM; 9% of 200,000 active; AID 1063;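 also: promastigotes grown with compound for 44 hours at 28 °C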
# RAM network inh: yeast RAM network inhibition. S. cerevisiae dse1pr::URA3 reporter, 5-FOA growth OD615, 2 d; analog-sensitive cbk1-as2 kinase mutant strain. inhibition, % at 50 µM. 1.8% of 190,000 active. AID 868;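 active = inhibition above a set limit, 3 SD over mean compound inhibition, cut at about 8.4% in these data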;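 also: 0% = DMSO-only wells with no growth and 100% = 10 µM 1-NA-PP1 full growth; inhibition rescues growth on 5-FOA so higher OD means more RAM inhibition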
# DTT redox prof: compounds producing H2O2 with reducing agent – biochemical, NIH compound library profiling, artefact control for MLSCN library redox annotation, primary screen | DTT-dependent redox cycling H2O2, phenol red/HRP absorbance; 100% = 100 µM peroxide control, 0% = buffer | activation, % at 10 µM | 0.03% of 200,000 active | AID 878;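 active = activation of at least 50% relative to the plate's high and low controls in the primary single-dose screen; inactive = activation below 50%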;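 also: compound incubated with DTT at 0.8 mM final as the reducing agent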
# PMI act hi M6P: PMI (human) activation, high substrate | P34949 | coupled PMI enzyme assay, resazurin fluorescence, 20 min; active compounds read high; 1 = untreated enzyme, 0 = substrate-free blank | activation factor at 20 µM | 0.34% of 190,000 active | AID 1216;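 active = activation factor of 2 or more at 20 µM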
# Target sequence (P34949 whole entry, looked up): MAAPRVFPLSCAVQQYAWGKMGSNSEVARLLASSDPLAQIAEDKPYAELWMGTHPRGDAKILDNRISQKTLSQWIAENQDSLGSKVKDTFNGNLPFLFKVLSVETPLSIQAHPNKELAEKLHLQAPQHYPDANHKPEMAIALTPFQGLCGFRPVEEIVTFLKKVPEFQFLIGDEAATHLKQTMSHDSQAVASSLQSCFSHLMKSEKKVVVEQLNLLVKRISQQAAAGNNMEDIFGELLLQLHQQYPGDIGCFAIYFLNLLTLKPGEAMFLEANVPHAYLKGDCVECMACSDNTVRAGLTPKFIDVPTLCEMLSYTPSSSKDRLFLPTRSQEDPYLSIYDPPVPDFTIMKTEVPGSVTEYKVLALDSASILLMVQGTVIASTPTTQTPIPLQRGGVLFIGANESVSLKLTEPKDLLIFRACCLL
#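 test system = human PMI in coupled enzyme assay | medium = HEPES-buffered pH 7.4 with magnesium and detergent | also added = 1.0 mM mannose-6-phosphate substrate with 0.22 mM NADP+ | compound = 20 µM single dose | times = 20 min incubation at room temperature | measured by = resorufin fluorescence (Ex 544/Em 590 nm) from resazurin via diaphorase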
# G6PDH counter: L. mesenteroides G6PDH inhibition counter-screen; Purified L. mesenteroides G6PDH, diaphorase/resazurin coupled fluorescence, 45 min; inhibition, % at 5 µM; 0.12% of 200,000 active
# S1P3 antag: S1P3 (human) receptor antagonism; 0.27% of 170,000 active; inhibition, % at 4.98 µM; CHO S1P3 NFAT-BLA reporter, FRET fluorescence, antagonist mode;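 active = inhibition above the plate cutoff, the mean inhibition of test wells on that plate plus 3 SD, cut at about 28% in these data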;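 also: cells challenged with S1P at its EC80 of 0.8 µM; blue over green emission ratio from cleaved BLA substrate after 4 h stimulation; 0% = S1P-stimulated wells and 100% = unstimulated DMSO-only wells; some compounds past the cut are filed as inactive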
# Target sequence (Q99500 whole entry, looked up): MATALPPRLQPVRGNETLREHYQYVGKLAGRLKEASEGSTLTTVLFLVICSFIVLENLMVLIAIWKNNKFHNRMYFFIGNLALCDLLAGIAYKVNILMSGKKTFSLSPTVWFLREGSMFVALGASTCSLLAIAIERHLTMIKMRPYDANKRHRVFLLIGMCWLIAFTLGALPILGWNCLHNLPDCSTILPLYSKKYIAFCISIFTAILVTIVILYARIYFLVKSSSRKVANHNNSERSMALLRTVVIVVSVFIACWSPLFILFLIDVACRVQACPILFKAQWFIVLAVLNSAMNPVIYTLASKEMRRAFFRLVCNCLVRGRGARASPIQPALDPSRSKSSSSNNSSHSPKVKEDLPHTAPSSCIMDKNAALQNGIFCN
# PMI activator: increases human mannose-6-phosphate isomerase activity; 0.005% of 190,000 active; activation factor at 20 µM; P34949; purified human PMI, coupled resazurin fluorescence, 20 min; active compounds read high; 1 = vehicle control, 0 substrate-free wells; AID 1214;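 active = activation factor of 2 or more at 20 µM, relative to plate controls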
# * = called active by the depositor; / = no result given. Rule as the data show it, unless noted: active = inhibition above about 50%; inactive = the rest. Compounds as they come; overall some 12% were active at least once.
SMILES,Diaphorase inh,Hsp70 act,TLR4-MyD88 BLA,Diaphorase act,Lmaj promast,RAM network inh,DTT redox prof,PMI act hi M6P,G6PDH counter,S1P3 antag,PMI activator
CN(Cc1ccco1)S(=O)(=O)c1ccc2c(c1)CCN2C(=O)CCC(=O)O,16,-0.3,-6,0.8,-7,2.1,0.0,1,3,0,1
CC1CCCCN1C(=O)Cn1c(=O)n(CCC(=O)NCc2ccco2)c(=O)c2sccc21 (stereo unspecified),1,-0.3,-13,1,-3,1.7,0.0,1.1,2,-11,1.1
Cc1ccc(NC(=O)Nc2cccc(C(F)(F)F)c2)nc1,3,-0.2,10,1,11,3.8,0.3,1,11,-4,1
Cc1cccc(NC(=O)C2(c3ccc([N+](=O)[O-])cc3)CCCC2)c1,6,-0.2,-11,0.9,2,5.2,2.1,1.1,11,/,1.1
COc1ccccc1NC(=O)CSc1nc(O)c(Cc2ccccc2)c(=O)[nH]1,0,-0.1,0,1,-13,1.5,0.2,1,5,/,0.9
N#CC1(C#N)COC23CCCCC2C1(C#N)C(=N)O3 (stereo unspecified),16,-0.1,-8,0.8,3,-0.3,-0.6,0.7,24,/,0.9
COc1cccc(OC)c1C(=O)N1CCN(c2ccccn2)CC1,1,-0.3,5,1,-6,0.1,-0.4,0.9,6,-7,0.8
CS(=O)(=O)Nc1ccc(C2=NN(C(=O)c3ccco3)C(c3ccccc3)C2)cc1 (stereo unspecified),14,-0.2,9,0.9,68*,1.7,0.1,0.9,11,-2,0.9
CCCOC(=O)NC(CC)COC(=O)Nc1cc(C)ccc1C (stereo unspecified),10,-0.1,5,0.9,-4,3.2,1.6,1,6,-9,1
CC(C)CCNC(=O)c1ccc(CS(=O)(=O)Cc2ccccc2F)o1,-4,0.0,-11,1,-5,0.5,-0.2,1,3,14,1.1
Cc1cc(OCCOc2cccc3cccnc23)c(C)cc1Cl,-5,-0.3,12,1,0,-0.8,0.1,1,5,/,1
O=C(c1cccc(S(=O)(=O)NCc2ccccc2)c1)N1CCCC1,4,0.1,-9,1,-7,0.1,-2.7,1.1,1,-21,1.1
CCOC(=O)c1c(C)oc2ccc(NS(=O)(=O)c3ccc4c5c(cccc35)C(=O)N4)cc12,27,0.1,5,0.7,91*,1.6,0.9,0.8,2,8,0.9
O=C(CN(C1CC1)S(=O)(=O)c1ccc(S(=O)(=O)N2CCCCCC2)cc1)Nc1ccccc1,12,0.0,9,0.9,-5,3.0,2.6,1,6,13,1
COc1ccc(-c2noc(CCC(=O)O)n2)cc1,15,0.0,0,0.9,-3,1.2,0.1,0.9,13,-1,0.9
Cc1noc(C)c1COc1ccc(C(=O)OCC(N)=O)cc1,13,0.1,-6,0.9,3,2.3,-2.3,1,0,-25,1.1
O=C(C1CCN(S(=O)(=O)c2cccnc2)CC1)N1CCN(c2cccc(Cl)c2)CC1,25,-0.1,-7,0.8,17,5.0,-0.4,0.8,9,/,0.9
Cc1cccc(Nc2nc3ccccc3n3nnnc23)c1,5,-0.2,13,1,-5,8.1,0.1,1.1,-1,8,1
Cc1c(O)ccc2c(=O)c(-c3nncn3-c3ccccc3)coc12,3,-0.5,-9,1,-1,1.9,-0.5,1,6,-1,1
Cc1ccc(C(=O)NNC(=O)c2cccc(C)c2)cc1,9,0.1,-16,0.9,-2,2.8,0.3,0.9,15,0,0.9

# Looked up one by one from above (2):
SMILES,Diaphorase inh,Hsp70 act,TLR4-MyD88 BLA,Diaphorase act,Lmaj promast,RAM network inh,DTT redox prof,PMI act hi M6P,G6PDH counter,S1P3 antag,PMI activator
Cc1ccc(NC(=O)Nc2cccc(C(F)(F)F)c2)nc1,3,-0.2,10,1,11,3.8,0.3,1,11,-4,1
O=C(c1cccc(S(=O)(=O)NCc2ccccc2)c1)N1CCCC1,4,0.1,-9,1,-7,0.1,-2.7,1.1,1,-21,1.1

# The list continues:
SMILES,Diaphorase inh,Hsp70 act,TLR4-MyD88 BLA,Diaphorase act,Lmaj promast,RAM network inh,DTT redox prof,PMI act hi M6P,G6PDH counter,S1P3 antag,PMI activator
CCOC(=O)c1nc2ccccc2nc1C,10,-0.2,11,0.9,-7,1.2,0.0,1,-5,-10,1
O=C(Cn1cc([N+](=O)[O-])cn1)N1N=C(C(F)F)CC1(O)C(F)F (stereo unspecified),8,0.1,12,0.9,-3,0.0,1.4,0.9,7,/,0.9
COc1ccc(-n2nnnc2S(=O)(=O)Cc2ccc(C(=O)O)cc2)cc1,-2,-0.1,-4,1,-3,2.1,-1.6,1,15,-11,1
C/C(=C\c1ccccc1)C(=O)NCCCn1ccnc1,4,-0.2,-10,1,32,1.1,0.3,1,7,-5,1.1
Cc1ccccc1NC(=O)c1cc(S(=O)(=O)c2ccccc2)ccc1Cl,13,-0.3,-6,0.9,44,3.8,0.2,1,-2,/,0.9
CS(=O)(=O)N1N=C(c2cccs2)CC1c1ccco1 (stereo unspecified),26,-0.3,-5,0.7,-3,0.6,1.4,0.8,14,-17,0.9
CCCc1cc(N2CCC(C(N)=O)CC2)nc(-c2ccccc2)n1,3,-0.1,-2,1,20,1.4,-1.8,0.9,20,-7,0.9
COc1ccc(NCc2n[nH]c(=O)c3ccccc23)cc1,8,0.1,-1,0.9,45,3.2,-0.7,0.9,1,/,0.9
Cc1ccc(NC(=S)N(CCN(C)C)Cc2cccs2)c(C)c1,11,0.6,8,0.9,0,0.4,-0.3,1,4,7,1
O=C1C2CC=CCC2C(=O)N1c1n[nH]c(-c2ccccc2)n1 (stereo unspecified),6,-0.4,-4,0.9,1,-0.1,0.8,1,-3,/,1
CCOC(=O)Cc1csc(NC(=O)c2c(-c3c(F)cccc3Cl)noc2C)n1,10,0.6,4,0.9,4,0.5,-0.1,0.9,-2,-28,0.9
CCOC(=O)C1C(c2ccc(Cl)cc2)NC(=S)NC1(O)C(F)(F)F (stereo unspecified),6,-0.4,8,0.9,-3,2.4,-1.7,1.1,-2,-10,1.1
COc1ccc2c(C)cc(SCC(=O)NCCN3C(=O)CSC3=O)nc2c1,17,0.0,0,0.8,-6,-0.5,0.5,1,-7,-5,1
Cc1ccc(S(=O)(=O)/N=C2/NC(=O)/C(=C/c3ccccc3)S2)cc1,18,-0.3,0,0.8,-10,3.0,0.2,0.9,12,-1,0.9
N#Cc1ccc(CN2CCN(C(=O)c3ccccc3)CC2)c(Cl)c1,20,-0.1,10,0.8,0,0.8,-2.3,1,-2,-13,1
O=C(O)CCSc1nnc(CNc2ccc(Cl)cc2)n1Cc1ccccc1,12,-0.3,-1,0.9,-11,0.3,0.0,1,4,-6,1
CCN1CCN(Cc2c(O)ccc3c2O/C(=C\c2ccccc2)C3=O)CC1,-6,0.2,8,1.1,8,-1.5,0.0,0.9,10,-2,1
CCC(Sc1nnc2c3ccccc3n(CC)c2n1)C(=O)Nc1sc2c(c1C#N)CCCC2 (stereo unspecified),26,-0.4,-6,0.7,26,4.8,0.3,0.9,9,/,0.8
CCN(CC)c1ccc(/C=N/OCC(=O)Nc2cccc(C)c2)cc1,18,-0.1,0,0.8,-1,-1.0,0.6,0.9,7,-5,0.8
COc1cc2c(cc1NC(=O)c1cccc(F)c1)CCCC2,17,-0.1,10,0.8,-2,3.1,-0.8,0.9,9,15,0.9
Cc1ccc(C(CC(N)=O)c2ccco2)cc1 (stereo unspecified),2,0.2,-16,1,-2,0.5,9.9,1.1,1,/,1.1
CN(C)c1ccc(S(=O)(=O)NCC(=O)OCC(=O)Nc2cccc(Cl)c2)cc1[N+](=O)[O-],16,-0.2,1,0.8,-1,7.2,-0.8,0.9,3,-5,0.9
NC(=O)COC(=O)CC(c1ccccc1)c1ccccc1,9,-0.2,3,0.9,1,0.1,-2.1,0.9,6,-8,1
Nc1nc2sc3c(c2c(=O)s1)CCCC3,26,0.3,5,0.7,17,-1.5,1.6,0.9,-11,-2,0.9
CCC(C)NC(=O)c1ccccc1NC(=O)Nc1ccccc1 (stereo unspecified),11,-0.2,-5,0.9,-3,4.2,1.8,1,-4,/,1
OCCn1c(CSc2nc3ccccc3n2CCO)nc2ccccc21,14,-0.1,-14,0.9,3,-0.3,0.3,1,2,-7,1
O=C(N1CCOCC1)N1CCCC(c2nc(-c3cccs3)no2)C1 (stereo unspecified),16,-0.1,-2,0.8,-6,2.0,0.2,1,3,-21,1
COc1cc(C2C3C(C)N(C)C(=O)N(C)C3N(C)C(=O)N2C)ccc1O (stereo unspecified),9,-0.2,3,0.9,4,-0.9,-0.1,0.9,4,-16,0.9
CCOc1ccccc1NC(=S)Nc1ccccc1F,10,-0.3,-7,0.9,0,0.0,2.6,0.8,2,/,0.8
CC(C)c1ccc(/C=C(\c2nc3ccccc3[nH]2)S(=O)(=O)c2ccccc2)cc1,10,0.0,9,0.9,100*,19*,-0.7,0.9,17,10,0.9
Cc1cccc(Nc2ncccc2C(=O)NCc2cccs2)c1C,17,-0.2,12,0.8,79*,3.2,1.7,0.9,4,/,0.9
CC1(C)C2CCC1(C)C1(C2)NC(=O)c2ccccc2O1 (stereo unspecified),8,-0.5,0,0.9,-1,0.7,0.6,1,-5,-13,1

# One compound at a time (already shown). Screens in order: Diaphorase inh	Hsp70 act	TLR4-MyD88 BLA	Diaphorase act	Lmaj promast	RAM network inh	DTT redox prof	PMI act hi M6P	G6PDH counter	S1P3 antag	PMI activator
# `NC(=O)COC(=O)CC(c1ccccc1)c1ccccc1` reads 9	-0.2	3	0.9	1	0.1	-2.1	0.9	6	-8	1
# `CCOc1ccccc1NC(=S)Nc1ccccc1F` reads 10	-0.3	-7	0.9	0	0.0	2.6	0.8	2	/	0.8
# `CC(C)c1ccc(/C=C(\c2nc3ccccc3[nH]2)S(=O)(=O)c2ccccc2)cc1` reads 10	0.0	9	0.9	100*	19*	-0.7	0.9	17	10	0.9
# `Cc1ccc(C(CC(N)=O)c2ccco2)cc1` (stereo unspecified) reads 2	0.2	-16	1	-2	0.5	9.9	1.1	1	/	1.1
# `O=C(N1CCOCC1)N1CCCC(c2nc(-c3cccs3)no2)C1` (stereo unspecified) reads 16	-0.1	-2	0.8	-6	2.0	0.2	1	3	-21	1

# Assay outcomes as filed in PubChem.
